Screening results: PubChem BioAssay, several laboratories
hcDAF-12 act: H. contortus DAF-12 activation, primary screen; HEK293 hcDAF-12 lit1-tk-luc reporter, luminescence; 0% DMSO, 100% Δ7-dafachronic acid; activation, % at 6.8 µM; 370,000 tested, 1.4% active;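 active means activation above the mean of all tested compounds plus 3 SD, cut at about 5.5% in these data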;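 further: 100% = response to 3 µM Δ7-dafachronic acid high control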
PLC-beta3 inh: PLC-beta3 (human) inhibition, primary screen. Q01970. inhibition, % at 12.2 µM. Purified PLC-beta3, fluorogenic substrate, fluorescence. 370,000 tested, 0.18% active; in the data active means inhibition above about 11%;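 further: 0% = median of compound wells on plate and 100% = full blocker control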
DAX1 inh-1: blocks DAX1 repression of SF-1 activated StAR promoter; HEK293T StAR-luciferase reporter, SF-1/DAX-1 repression relief; inhibition, % at 6.8 µM; 370,000 tested, 1.1% active; AID 652010;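 active means inhibition above the mean over all tested compounds plus 3 SD, cut at about 3.6% in these data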;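 further: 0% = DAX-1 cells with DMSO and 100% = cells lacking DAX-1 with DMSO; higher inhibition means more luminescence from relief of DAX-1 repression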
MBD2 inh: blocks human MBD2 binding to methylated DNA; Q9UBB5; TR-FRET, MBD2 binding to methylated oligonucleotide; inhibition, % at 4.4 µM; 370,000 tested, 0.31% active; in the data active means inhibition above about 13%
PLCg1 inh: inhibitors of human phospholipase C gamma1; AID 720700; purified PLC-gamma1, fluorogenic substrate, fluorescence; inhibition, % at 12.2 µM; P19174; 370,000 tested, 0.84% active; in the data active means inhibition above about 9.5%
hgDAF12 agonist: activates the H. glycines DAF-12 receptor ligand-binding domain; HEK293 GAL4-hgDAF12 UAS-luciferase reporter, agonist luminescence; normalized to butyrate control; activation, % at 6.8 µM; 370,000 tested, 1.8% active;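 active means activation above a cutoff set at the mean of all screened compounds plus 3 SD, cut at about 10% in these data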;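 further: 0% = DMSO wells and 100% = sodium butyrate wells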
ADAM17 inh: inhibits human ADAM17. P78536. recombinant ADAM17, EDANS/DABCYL FRET peptide cleavage. inhibition, % at 6.95 µM. 370,000 tested, 0.83% active;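 active means inhibition above the mean of compounds lying between control limits plus 3 SD, set per campaign, cut at about 8.5% in these data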;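 further: 0% = DMSO-only wells as the low control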
Target sequence (P78536 215-824 limits assumed): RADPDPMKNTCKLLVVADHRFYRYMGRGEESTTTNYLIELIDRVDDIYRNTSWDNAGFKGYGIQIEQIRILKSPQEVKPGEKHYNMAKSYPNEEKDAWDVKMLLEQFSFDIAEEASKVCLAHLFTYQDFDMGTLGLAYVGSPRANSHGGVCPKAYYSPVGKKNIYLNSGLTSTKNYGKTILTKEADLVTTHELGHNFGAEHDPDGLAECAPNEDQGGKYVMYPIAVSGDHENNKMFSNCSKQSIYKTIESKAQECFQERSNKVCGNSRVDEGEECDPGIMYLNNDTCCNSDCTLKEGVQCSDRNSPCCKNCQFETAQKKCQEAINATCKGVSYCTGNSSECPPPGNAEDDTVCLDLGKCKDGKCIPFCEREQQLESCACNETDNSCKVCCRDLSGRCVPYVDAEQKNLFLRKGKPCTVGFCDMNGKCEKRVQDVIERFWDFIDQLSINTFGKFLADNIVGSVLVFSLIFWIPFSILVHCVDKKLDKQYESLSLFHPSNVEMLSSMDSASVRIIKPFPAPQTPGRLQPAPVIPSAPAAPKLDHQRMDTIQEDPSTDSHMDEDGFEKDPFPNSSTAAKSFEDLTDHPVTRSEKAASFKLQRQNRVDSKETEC
SMARCA2 act: SMARCA2 function activation, primary screen. MG213 cells, MMTV-luciferase reporter, dexamethasone, overnight. activation, % at 9.1 µM. 370,000 tested, 1% active. AID 652017; in the data active means activation above about 7.8%;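 further: 0% = vehicle wells and 100% = reference activator wells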
DAX1 inh-2: inhibitors of human orphan nuclear receptor DAX1 (NR0B1); inhibition, % at 6.75 µM; HEK293 Gal4-DAX1 luciferase reporter, luminescence; 340,000 tested, 0.99% active; P51843; AID 504766;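 active means inhibition above the mean over all tested compounds plus 3 SD, cut at about 4.2% in these data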;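 further: 0% = DAX1-transfected cells with DMSO and 100% = empty-vector control cells with DMSO; inhibition shows as a rise in luminescence from relieved DAX1 repression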
Target sequence (P51843 207-470 limits assumed): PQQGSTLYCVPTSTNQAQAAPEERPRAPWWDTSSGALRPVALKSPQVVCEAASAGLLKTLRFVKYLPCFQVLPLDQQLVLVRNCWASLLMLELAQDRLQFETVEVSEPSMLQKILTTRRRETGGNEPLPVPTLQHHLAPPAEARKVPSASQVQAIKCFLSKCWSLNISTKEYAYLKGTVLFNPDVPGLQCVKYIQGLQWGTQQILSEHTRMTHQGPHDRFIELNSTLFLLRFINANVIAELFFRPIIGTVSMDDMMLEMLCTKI
ssDAF12 agonist: S. stercoralis DAF-12 activation, primary screen; HEK293 ssDAF-12/GRIP1 lit1-tk-luc reporter, luminescence; % of 3 µM dafachronic acid response; activation, % at 6.8 µM; 370,000 tested, 1% active; AID 652126;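 active means activation above the mean over all tested compounds plus 3 SD, cut at about 0.9% in these data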;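 further: 0% = DMSO-only wells and 100% = 3 µM delta7-dafachronic acid wells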
Rev-erbA mod: modulators of human Rev-erb alpha DNA binding; AID 1259318; 370,000 tested, 0.79% active; activity, % at 10 µM; P20393; Rev-erbα–FITC-DNA binding, fluorescence polarization, 90 min;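 active means activity above about 14%, limit read from the data; passing the limit was not always enough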;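 further: 0% = DMSO wells with 35 nM protein and 100% = DMSO wells with 750 nM protein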
An asterisk follows results filed as active.

How did O=C(Nc1nc2ccccc2[nH]1)c1ccc(S(=O)(=O)N2CCOCC2)cc1 do in these assays?
hcDAF-12 act: 3.0; PLC-beta3 inh: -14; DAX1 inh-1: -0.5; MBD2 inh: 4; PLCg1 inh: -5; hgDAF12 agonist: -1.3; ADAM17 inh: -6; SMARCA2 act: 1; DAX1 inh-2: 2.8; ssDAF12 agonist: -0.3; Rev-erbA mod: 3

What do the screens show for `Cc1ccc(-c2nn3c(-c4ccco4)nnc3c3ccccc23)cc1S(=O)(=O)NCC1CCCO1` (stereo not drawn)?
hcDAF-12 act: -0.6; PLC-beta3 inh: -4; DAX1 inh-1: 0.0; MBD2 inh: 6; PLCg1 inh: -3; hgDAF12 agonist: -1.3; ADAM17 inh: -5; SMARCA2 act: -2; DAX1 inh-2: -1.0; ssDAF12 agonist: -1.4; Rev-erbA mod: 17

How did O=C(NCc1ccc(F)cc1)c1cc(S(=O)(=O)N2CCCCC2)c[nH]1 do in these assays?
hcDAF-12 act: -2.2; PLC-beta3 inh: 1; DAX1 inh-1: 0.5; MBD2 inh: 2; PLCg1 inh: 2; hgDAF12 agonist: -0.2; ADAM17 inh: -3; SMARCA2 act: -2; DAX1 inh-2: 0.5; ssDAF12 agonist: -1.5; Rev-erbA mod: -1

What do the screens show for `CC(=O)c1ccc(S(=O)(=O)N2CCCC2)cc1`?
hcDAF-12 act: 3.2; PLC-beta3 inh: 0; DAX1 inh-1: 1.9; MBD2 inh: 6; PLCg1 inh: 0; hgDAF12 agonist: 3.0; ADAM17 inh: -2; SMARCA2 act: 1; DAX1 inh-2: 1.1; ssDAF12 agonist: -0.1; Rev-erbA mod: 1

How did CCS(=O)(=O)Nc1cccc(-c2nc3cccnc3s2)c1C do in these assays?
hcDAF-12 act: 2.0; PLC-beta3 inh: -14; DAX1 inh-1: -0.4; MBD2 inh: 5; PLCg1 inh: -10; hgDAF12 agonist: 4.9; ADAM17 inh: -11; SMARCA2 act: -2; DAX1 inh-2: 0.5; ssDAF12 agonist: -1.0; Rev-erbA mod: 1

Results for CCC(C)Cn1c(C(C)O)nc2ccccc21 (stereo not drawn) ?
hcDAF-12 act: -1.8; PLC-beta3 inh: 5; DAX1 inh-1: 0.1; MBD2 inh: 0; PLCg1 inh: 3; hgDAF12 agonist: -0.7; ADAM17 inh: 0; SMARCA2 act: 0; DAX1 inh-2: 0.7; ssDAF12 agonist: -0.3; Rev-erbA mod: -3

How did CC(OC(=O)[C@@H](NS(=O)(=O)c1ccccc1)C(C)C)C(=O)c1c(N)n(C)c(=O)n(C)c1=O (stereo partly drawn) do in these assays?
hcDAF-12 act: 0.7; PLC-beta3 inh: 2; DAX1 inh-1: 0.1; MBD2 inh: 0; PLCg1 inh: 0; hgDAF12 agonist: 0.9; ADAM17 inh: 1; SMARCA2 act: 1; DAX1 inh-2: 2.1; ssDAF12 agonist: -0.2; Rev-erbA mod: -4

Results for NC(=O)C12C(=O)NC(=O)C1(C(=O)O)C21CCCC1 (stereo not drawn) ?
hcDAF-12 act: 0.2; PLC-beta3 inh: 0; DAX1 inh-1: 0.2; MBD2 inh: 2; PLCg1 inh: 2; hgDAF12 agonist: -0.8; ADAM17 inh: -5; SMARCA2 act: -2; DAX1 inh-2: 3.0; ssDAF12 agonist: -1.2; Rev-erbA mod: 2

Results for COC(=O)CNC(c1ccccc1)c1cc(Br)ccc1NC(C)=O (stereo not drawn) ?
hcDAF-12 act: -1.5; PLC-beta3 inh: 3; DAX1 inh-1: -0.1; MBD2 inh: 5; PLCg1 inh: 0; hgDAF12 agonist: -0.9; ADAM17 inh: 0; SMARCA2 act: 3; DAX1 inh-2: 0.4; ssDAF12 agonist: -1.0; Rev-erbA mod: -5

Results for COc1cccc(OC)c1C(=O)Nc1ccc(CN2CCOCC2)cc1 ?
hcDAF-12 act: -0.5; PLC-beta3 inh: 0; DAX1 inh-1: -0.7; MBD2 inh: 3; PLCg1 inh: -60; hgDAF12 agonist: -1.3; ADAM17 inh: -1; SMARCA2 act: -3; DAX1 inh-2: 0.3; ssDAF12 agonist: -1.1; Rev-erbA mod: -2

How did O=C(NCCCO)C(=O)Nc1cc2c3c(c1)CCC(=O)N3CCC2 do in these assays?
hcDAF-12 act: -0.2; PLC-beta3 inh: -5; DAX1 inh-1: 0.4; MBD2 inh: -2; PLCg1 inh: 1; hgDAF12 agonist: 1.1; ADAM17 inh: -2; SMARCA2 act: 1; DAX1 inh-2: -0.2; ssDAF12 agonist: -1.7; Rev-erbA mod: -2

How did CCC(C)[C@H](NC(=O)NC1CCCc2ccccc21)C(=O)O (stereo partly drawn) do in these assays?
hcDAF-12 act: 0.0; PLC-beta3 inh: 6; DAX1 inh-1: 0.2; MBD2 inh: 1; PLCg1 inh: 0; hgDAF12 agonist: -2.6; ADAM17 inh: -3; SMARCA2 act: -1; DAX1 inh-2: -0.1; ssDAF12 agonist: -0.6; Rev-erbA mod: -3

Brought forward from above: 3 entries; new compounds follow.
Results for COc1cccc(OC)c1C(=O)Nc1ccc(CN2CCOCC2)cc1 ?
hcDAF-12 act: -0.5; PLC-beta3 inh: 0; DAX1 inh-1: -0.7; MBD2 inh: 3; PLCg1 inh: -60; hgDAF12 agonist: -1.3; ADAM17 inh: -1; SMARCA2 act: -3; DAX1 inh-2: 0.3; ssDAF12 agonist: -1.1; Rev-erbA mod: -2

How did O=C(NCCCO)C(=O)Nc1cc2c3c(c1)CCC(=O)N3CCC2 do in these assays?
hcDAF-12 act: -0.2; PLC-beta3 inh: -5; DAX1 inh-1: 0.4; MBD2 inh: -2; PLCg1 inh: 1; hgDAF12 agonist: 1.1; ADAM17 inh: -2; SMARCA2 act: 1; DAX1 inh-2: -0.2; ssDAF12 agonist: -1.7; Rev-erbA mod: -2

How did CCC(C)[C@H](NC(=O)NC1CCCc2ccccc21)C(=O)O (stereo partly drawn) do in these assays?
hcDAF-12 act: 0.0; PLC-beta3 inh: 6; DAX1 inh-1: 0.2; MBD2 inh: 1; PLCg1 inh: 0; hgDAF12 agonist: -2.6; ADAM17 inh: -3; SMARCA2 act: -1; DAX1 inh-2: -0.1; ssDAF12 agonist: -0.6; Rev-erbA mod: -3

What do the screens show for `CCCCC1=C(C(=O)OCC)C(C(=O)OCC)Oc2ccccc21` (stereo not drawn)?
hcDAF-12 act: 2.5; PLC-beta3 inh: -5; DAX1 inh-1: -0.4; MBD2 inh: 3; PLCg1 inh: -5; hgDAF12 agonist: 1.2; ADAM17 inh: -4; SMARCA2 act: -2; DAX1 inh-2: -0.3; ssDAF12 agonist: -1.8; Rev-erbA mod: 2

Results for CCn1c(SCC(=O)NC2CCCC2)nnc1-c1ccccn1 ?
hcDAF-12 act: 0.4; PLC-beta3 inh: -6; DAX1 inh-1: -0.5; MBD2 inh: -4; PLCg1 inh: -2; hgDAF12 agonist: -1.9; ADAM17 inh: -1; SMARCA2 act: 1; DAX1 inh-2: -0.6; ssDAF12 agonist: -1.3; Rev-erbA mod: 0

What do the screens show for `O=C1NC(=O)/C(=C\c2ccc(N3CCOCC3)o2)N1`?
hcDAF-12 act: 0.1; PLC-beta3 inh: -6; DAX1 inh-1: 0.5; MBD2 inh: 1; PLCg1 inh: -6; hgDAF12 agonist: 1.8; ADAM17 inh: 1; SMARCA2 act: 3; DAX1 inh-2: 0.0; ssDAF12 agonist: -1.3; Rev-erbA mod: -1

How did CCCc1nc2c([nH]1)c(=O)n(C)c(=O)n2C do in these assays?
hcDAF-12 act: -0.4; PLC-beta3 inh: -7; DAX1 inh-1: -0.1; MBD2 inh: 5; PLCg1 inh: 5; hgDAF12 agonist: 1.7; ADAM17 inh: -7; SMARCA2 act: 0; DAX1 inh-2: 1.6; ssDAF12 agonist: -0.9; Rev-erbA mod: 3

What do the screens show for `Cn1cccc1/C=C(\C#N)C(N)=S`?
hcDAF-12 act: 5.3; PLC-beta3 inh: -5; DAX1 inh-1: -0.5; MBD2 inh: -4; PLCg1 inh: -3; hgDAF12 agonist: -1.8; ADAM17 inh: 1; SMARCA2 act: -3; DAX1 inh-2: 2.6; ssDAF12 agonist: -0.8; Rev-erbA mod: -8

What do the screens show for `CCOC(=O)C1=C(CSc2nc3c(cc2C#N)CN(C)CC3)OC(N)=C(C#N)C1c1ccncc1` (stereo not drawn)?
hcDAF-12 act: -0.5; PLC-beta3 inh: -190; DAX1 inh-1: -0.8; MBD2 inh: 2; PLCg1 inh: -159; hgDAF12 agonist: 2.8; ADAM17 inh: -19; SMARCA2 act: -3; DAX1 inh-2: -0.6; ssDAF12 agonist: -0.9; Rev-erbA mod: -4

How did c1ccc(Cc2cnc(N3CCN(Cc4cccc(-c5ccsc5)n4)CC3)nc2)cc1 do in these assays?
hcDAF-12 act: -2.3; PLC-beta3 inh: 0; DAX1 inh-1: -4.8; MBD2 inh: -2; PLCg1 inh: 0; hgDAF12 agonist: -5.0; ADAM17 inh: 2; SMARCA2 act: -5; ssDAF12 agonist: -1.7; Rev-erbA mod: -3

What do the screens show for `COc1cc(C(=O)OCC(=O)c2cc(C)n(C)c2C)cc(OC)c1OC`?
hcDAF-12 act: -1.2; PLC-beta3 inh: -1; DAX1 inh-1: -1.3; MBD2 inh: 0; PLCg1 inh: 1; hgDAF12 agonist: -0.2; ADAM17 inh: 0; SMARCA2 act: -3; DAX1 inh-2: -0.5; ssDAF12 agonist: -1.3; Rev-erbA mod: -1

Results for O=C1C=C(c2cccc(CO)c2)C[C@@H](c2ccc(F)cc2)C1 ?
hcDAF-12 act: -2.2; PLC-beta3 inh: 1; DAX1 inh-1: -0.1; MBD2 inh: -2; PLCg1 inh: -1; hgDAF12 agonist: 1.4; ADAM17 inh: -1; SMARCA2 act: 0; DAX1 inh-2: -0.3; ssDAF12 agonist: -1.2; Rev-erbA mod: 2

Results for COc1ccc(C(=O)Nc2ccc(S(=O)(=O)NC(C)(C)C)cc2)cc1[N+](=O)[O-] ?
hcDAF-12 act: 0.3; PLC-beta3 inh: 1; DAX1 inh-1: -2.5; MBD2 inh: -6; PLCg1 inh: 1; hgDAF12 agonist: 0.5; ADAM17 inh: 3; SMARCA2 act: -1; DAX1 inh-2: 0.1; ssDAF12 agonist: -1.4; Rev-erbA mod: -1

How did CCOc1cccc(/C=C(\C#N)C(=O)NC2CC2)c1 do in these assays?
hcDAF-12 act: -1.0; PLC-beta3 inh: -5; DAX1 inh-1: 0.1; MBD2 inh: -1; PLCg1 inh: 3; hgDAF12 agonist: -0.5; ADAM17 inh: -2; SMARCA2 act: -2; DAX1 inh-2: 1.5; ssDAF12 agonist: -1.6; Rev-erbA mod: 6

How did Cc1cc(C)n(-c2n[nH]c(=O)c3ccccc23)n1 do in these assays?
hcDAF-12 act: 0.8; PLC-beta3 inh: -20; DAX1 inh-1: 0.3; MBD2 inh: -1; PLCg1 inh: -1; hgDAF12 agonist: 0.5; ADAM17 inh: -2; SMARCA2 act: 0; DAX1 inh-2: 0.1; ssDAF12 agonist: -1.5; Rev-erbA mod: -1

What do the screens show for `CCCCNC(=O)CN1C(=O)NC(CCc2ccccc2)C1=O` (stereo not drawn)?
hcDAF-12 act: -0.6; PLC-beta3 inh: -5; DAX1 inh-1: 1.2; MBD2 inh: 2; PLCg1 inh: 4; hgDAF12 agonist: 0.2; ADAM17 inh: -4; SMARCA2 act: -2; DAX1 inh-2: -0.2; ssDAF12 agonist: -0.8; Rev-erbA mod: 0
